# Gli-Sufu block = Gli-Sufu pathway antagonists, primary screen, luciferase luminescence, Sufu-KO-LIGHT cells, uHTS. Sufu-KO-LIGHT fibroblasts, Gli luciferase reporter luminescence. inhibition, % at 5 µM. 0.74% of 340,000 active;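 active = inhibition above about 55%, limit read from the data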;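 also: 0% = DMSO-treated cells and 100% = wells with medium but no cells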
# APOBEC3G inh = APOBEC3G DNA deaminase inhibitors, primary screen, biochemical, fluorescence, single-stranded DNA substrate, uHTS. 0.28% of 330,000 active. DNA dC->dU-editing enzyme APOBEC-3G (Homo sapiens), Q9HC16. recombinant A3G, ssDNA deamination FAM/TAMRA fluorescence. inhibition, % at 20 µM. AID 493012, 2011;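 active = inhibition of at least 40% at 20 µM, with no more than 30% in the related APOBEC3A deaminase screen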;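 also: plate controls were DMSO wells with A3G for no effect and wells lacking A3G enzyme for full effect; some compounds called inactive have numbers as strong as hits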
# Target sequence (Q9HC16 whole entry, looked up): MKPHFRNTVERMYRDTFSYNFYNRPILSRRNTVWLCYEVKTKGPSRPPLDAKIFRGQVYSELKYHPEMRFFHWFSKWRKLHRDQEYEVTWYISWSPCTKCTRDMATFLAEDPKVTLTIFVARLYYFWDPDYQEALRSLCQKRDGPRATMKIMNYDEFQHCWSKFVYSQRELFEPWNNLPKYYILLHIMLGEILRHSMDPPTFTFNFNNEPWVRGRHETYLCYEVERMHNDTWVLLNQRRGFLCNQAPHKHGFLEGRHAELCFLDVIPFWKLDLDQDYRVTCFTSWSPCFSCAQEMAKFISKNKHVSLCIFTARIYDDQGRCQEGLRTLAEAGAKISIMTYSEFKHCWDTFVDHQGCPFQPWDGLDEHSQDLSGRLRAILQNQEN
# GRIN3A LBD mod = binders of NR3A ligand-binding domain, primary screen, biophysical, differential scanning fluorimetry, uHTS. NR3A LBD differential scanning fluorimetry, Tm shift; 0% = protein alone, 100% = glycine-bound protein. 2.5% of 340,000 active. Tm shift relative to glycine control, % at 25 µM;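 active = melting temperature shift of at least 10% of the positive control shift, at one fixed dose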
# EBI2 block = EBI2 receptor antagonists, beta-arrestin recruitment, primary screen, cell-based, luminescence, 7a,25-OHC stimulation, uHTS. 7a,25-OHC stimulated. 0.81% of 360,000 active. inhibition, % at 5 µM. G-protein coupled receptor 183 (Homo sapiens), P32249; in the data active = inhibition above about 38%;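 also: enzyme fragment complementation signal reports receptor beta-arrestin coupling in cells; 0% = agonist plus DMSO wells and 100% = wells without agonist; some results beyond the cut were filed as inactive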
# CCR6 antag = CCR6 receptor antagonists, primary screen, cell-based, CHO-K1, luminescence, beta-arrestin, uHTS | CHO-K1 CCR6 PathHunter beta-arrestin, CCL20-stimulated | 0.49% of 340,000 active | AID 493098, 2011 | C-C chemokine receptor type 6 (Homo sapiens), P51684 | inhibition, % at 20 µM;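 active = compounds whose inhibition of the agonist-driven luminescence signal at 20 µM reaches about 50%, limit read from the data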;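 also: cells stimulated with CCL20 at 14 nM final; plate controls were DMSO with CCL20 for no effect and DMSO without agonist for full effect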
# Target sequence (P51684 whole entry, looked up): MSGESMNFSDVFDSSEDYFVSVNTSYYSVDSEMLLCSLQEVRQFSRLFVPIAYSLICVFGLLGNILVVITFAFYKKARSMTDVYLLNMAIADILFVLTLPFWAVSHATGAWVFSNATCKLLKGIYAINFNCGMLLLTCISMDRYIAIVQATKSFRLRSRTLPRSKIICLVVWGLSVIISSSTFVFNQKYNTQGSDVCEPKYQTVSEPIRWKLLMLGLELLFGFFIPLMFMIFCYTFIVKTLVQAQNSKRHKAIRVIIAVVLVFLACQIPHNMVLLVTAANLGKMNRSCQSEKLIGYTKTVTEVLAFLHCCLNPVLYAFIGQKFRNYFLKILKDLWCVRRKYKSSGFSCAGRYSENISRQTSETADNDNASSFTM
# A3A deaminase = APOBEC3A ssDNA deaminase inhibitors, primary screen, selectivity assay for APOBEC3G inhibitor project, biochemical, FAM/TAMRA oligo cleavage fluorescence | DNA dC->dU-editing enzyme APOBEC-3A (Homo sapiens), P31941 | recombinant A3A, FAM/TAMRA ssDNA deamination fluorescence | inhibition, % at 20 µM | 0.41% of 330,000 active | AID 493011, 2011;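 active = at least 40% inhibition at 20 µM here, with at most 30% in a related deaminase screen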;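 also: plate controls were A3A with DMSO for no effect and wells lacking A3A enzyme for full effect; some results filed as inactive read as strong as hits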
# MPTP inh = mitochondrial permeability transition pore inhibitors, primary screen, biochemical, isolated mouse mitochondria, absorbance; Ca2+ swelling absorbance, 30 min; inhibition, % at 10 µM; 1.4% of 360,000 active; AID 602449, 2012;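 active = inhibition of 50% or more, scaled per plate between neutral and stimulator controls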;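 also: 0% = DMSO wells given calcium and 100% = 1 mM EGTA wells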
# CXCR6 inh = CXCR6 receptor inhibitors, primary screen, cell-based, beta-arrestin, luminescence, CHO-K1 PathHunter, 1536-well. C-X-C chemokine receptor type 6 (Homo sapiens), O00574. inhibition, % at 20 µM. 0.36% of 360,000 active. AID 602244, 2012; in the data active = inhibition above about 34%, passing the limit was not always enough;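 also: antagonist mode with CXCL16 agonist at 10 nM final; 0% = 10 nM CXCL16 with DMSO and 100% = unstimulated wells without agonist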
# Target sequence (O00574 whole entry, looked up): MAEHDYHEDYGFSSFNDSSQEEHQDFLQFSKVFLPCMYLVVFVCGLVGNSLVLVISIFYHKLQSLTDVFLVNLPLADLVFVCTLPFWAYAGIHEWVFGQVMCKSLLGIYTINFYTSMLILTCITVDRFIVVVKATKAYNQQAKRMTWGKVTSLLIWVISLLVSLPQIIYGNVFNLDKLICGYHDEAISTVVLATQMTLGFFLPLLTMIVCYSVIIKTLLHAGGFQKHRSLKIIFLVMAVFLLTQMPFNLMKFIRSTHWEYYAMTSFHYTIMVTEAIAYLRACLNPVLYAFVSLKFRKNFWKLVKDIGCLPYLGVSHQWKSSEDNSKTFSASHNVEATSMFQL
# * hit, by the source's call; . = no result given.
SMILES,Gli-Sufu block,APOBEC3G inh,GRIN3A LBD mod,EBI2 block,CCR6 antag,A3A deaminase,MPTP inh,CXCR6 inh
N#C/C(=N\Nc1ccc(S(=O)(=O)N2CCCCC2)cc1)C(N)=S,4,-1,6,5,29,1,79*,12
COC(=O)CC1=C(C(=O)OC)C(c2ccncc2)C(C#N)=C(N)O1 (centres undefined),6,-3,2,-4,-28,-5,-0.2,-3
Cc1cc(C)c(-n2nnnc2SCC(=O)c2cccs2)c(C)c1,6,-7,0,-11,14,-1,2.8,4
CC(=O)Nc1ccc(NC(=O)N2CCCCC2)cc1,-15,-1,0,-5,-7,-2,-2.8,5
Cc1ccccc1NC(=O)c1ccccn1,-15,-2,-1,4,12,0,0.8,1
O=C(CCC(=O)OCC(=O)c1ccc(Br)cc1)NC1CCCCC1,19,0,10*,-2,12,-1,2.1,0
COc1ccccc1NC(=O)c1ccc2nc(C)c(C)nc2c1,-9,-6,-1,-5,-8,-2,0.1,0
CN(C)CCn1c(COc2ccccc2)nc2ccccc21,1,-3,1,2,5,-2,4.0,4
C1CCN(CCCNC2C3CC4CC(C3)CC2C4)C1 (centres undefined),-5,-7,-1,-4,8,-1,-0.5,5
O=C(O)C1=C[C@@H](c2coc3ccccc3c2=O)C[C@@H](OCCCCO)O1,-2,-6,-1,-1,8,-3,-0.7,0
COc1ccc(C(=O)Nn2c(SCC(=O)N3CCC(C)CC3)nc3ccccc3c2=O)cc1,16,-6,-2,6,23,-3,5.4,4
Cc1nc2ccccc2c(=O)n1N,11,-6,0,-1,0,-1,-1.2,-12
c1cnc2ccc(-c3ccc4ncccc4c3)cc2c1,-118,-5,0,9,10,-3,0.8,-3
COC(=O)c1ccc(CO/N=C/c2ccc(OC)cc2OC)cc1,0,-9,0,15,29,-3,1.2,5
O=C(c1cc2nc(-c3cccs3)cc(C(F)(F)Cl)n2n1)N1CCCc2ccccc21,-3,-9,1,23,23,3,0.8,-1
Cc1ccccc1-n1cnc2cc(NCc3cccs3)ccc21,-6,0,-1,3,8,-1,-0.2,-4
C=CCC[C@H](Cc1ccc(F)cc1)C(=O)OC[C@@H](NC(=O)[C@@H](CC=C)CC(=O)N[C@H](CO)Cc1ccccc1)C(C)(C)C,6,-9,-3,20,-3,-5,1.3,11
COc1cc(O)c(C(CCN2CCCCC2)c2ccc3c(c2)OCO3)c(OC)c1 (centres undefined),-22,-8,-2,-5,11,-2,3.2,12
CC(=O)Nc1ccccc1N(C)S(=O)(=O)c1ccc(C)cc1,8,-3,-2,-4,-1,-1,0.3,-10
CCOc1cc(C(C#N)N2CCCCC2)ccc1OC (centres undefined),-3,2,0,0,-19,1,-2.3,-2
COc1ccc(C2CC3(CC(C)(C)NC(=S)N3)Oc3cc(O)cc(C)c32)cc1 (centres undefined),9,-9,0,-5,4,-2,-3.2,17
CCOc1ccc(CN2CCC(n3nccc3NC(=O)c3ccccc3OC)CC2)cc1,8,-9,1,-7,1,-1,-0.3,1
CNC(=O)C1(CC(C)C)C=CCN1C(C)=O (centres undefined),-11,-9,0,-7,-2,0,1.3,6
C=CCN=C1N[C@@H](c2ccccc2)C(C(=O)OC)=C(C)N1CCOC,5,6,0,1,6,51*,-1.6,0
COc1ccc(CN(C)CC2CCCN(CCc3ccc(F)cc3)C2)c(OC)c1OC (centres undefined),23,-5,1,-17,13,-1,0.5,7
CN(c1cccc(NC(=O)Nc2ccc(Cl)cc2)c1)S(C)(=O)=O,-38,-1,0,-3,10,0,92*,-15
COc1cc(OC)cc(-n2nnnc2SCC(=O)NCc2cccs2)c1,-3,2,2,0,8,4,-0.1,-2
CCCc1nc2ccccc2c(=O)n1NC(=O)c1c(O)c2ccccc2n(C)c1=O,1,-7,0,-5,-9,2,-0.3,-4
CCN(CC)c1ccc(S(=O)(=O)N2CCOCC2)cc1NC(=O)CNCc1cccc(Cl)c1,8,.,0,18,13,.,-0.3,6
CC(CNC(=O)CN1C(=O)CCSc2ccccc21)c1ccccc1 (centres undefined),-21,2,-9,-5,0,1,1.5,-5
CC(=O)Oc1ccccc1/C=C/c1ccc2ccccc2[n+]1C,8,32,0,-2,10,100,1.5,17
COc1cccc(C(=O)NCC(=O)NCc2cc(=O)n(C)c(=O)n2C)c1,-15,-4,-2,0,4,-3,-1.5,0
Cc1ccsc1-c1cc(C(=O)O)c2c(ccc3ccccc32)n1,24,-3,3,-8,-12,-3,-0.5,-19
COc1ccccc1/C=C/C=N\N1CCN(Cc2ccccc2Cl)CC1,8,.,6,11,9,.,2.0,4
CCn1c(=S)[nH]c2cc(S(=O)(=O)N3CCCCC3)ccc21,32,1,0,-4,12,-4,0.3,-4
O=C(COC(=O)/C=C/c1ccccc1[N+](=O)[O-])NCc1ccco1,5,-5,-10,4,-2,-1,-0.6,-9
O=C(COC(=O)c1ccc(S(=O)(=O)N2CCCC2)cc1)NCc1ccc(F)cc1,-3,2,0,-5,8,32,-2.6,-3
C#CCOc1ccc(OC)cc1C(c1c(C)[nH][nH]c1=O)c1c(C)[nH][nH]c1=O,6,-7,-1,-23,12,-8,-1.3,5
CCC1=C(OC(=O)N(CC)CC)N2C(=O)OC(=NCC3CC3)[C@]2(C)[C@H]2C1=CC[C@H]1C(=O)N(CC(=O)OC)C(=O)[C@H]12,24,2,-2,-1,7,-3,-0.2,1
Cc1ccccc1NC(=O)COC(=O)c1cc[n+]([O-])cc1,3,-4,3,4,6,-4,-3.7,5

# Among those listed so far, these contain a Cl atom.
SMILES,Gli-Sufu block,APOBEC3G inh,GRIN3A LBD mod,EBI2 block,CCR6 antag,A3A deaminase,MPTP inh,CXCR6 inh
O=C(c1cc2nc(-c3cccs3)cc(C(F)(F)Cl)n2n1)N1CCCc2ccccc21,-3,-9,1,23,23,3,0.8,-1
CN(c1cccc(NC(=O)Nc2ccc(Cl)cc2)c1)S(C)(=O)=O,-38,-1,0,-3,10,0,92*,-15
CCN(CC)c1ccc(S(=O)(=O)N2CCOCC2)cc1NC(=O)CNCc1cccc(Cl)c1,8,.,0,18,13,.,-0.3,6
COc1ccccc1/C=C/C=N\N1CCN(Cc2ccccc2Cl)CC1,8,.,6,11,9,.,2.0,4

# Copied from the list.
# Reading for Cc1ccccc1NC(=O)c1ccccn1 in MPTP inh: 0.8
# Reading for Cc1ccccc1-n1cnc2cc(NCc3cccs3)ccc21 in GRIN3A LBD mod: -1

# The list goes on.
SMILES,Gli-Sufu block,APOBEC3G inh,GRIN3A LBD mod,EBI2 block,CCR6 antag,A3A deaminase,MPTP inh,CXCR6 inh
c1ccc(-c2nc3ccccc3nc2-c2ccccn2)nc1,-1,0,0,4,6,4,-0.3,-4
CCCn1cnc2c(c1=O)c1nc3ccccc3nc1n2CCc1ccccc1,4,-6,4,17,0,-2,0.8,-2
Cc1ccc(C(=O)NCCc2ccccn2)cc1S(=O)(=O)N1CCOCC1,-5,-7,0,.,5,-1,.,.
COCCN(C(=O)COC(=O)Cc1coc2cc(C)ccc12)c1c(N)n(Cc2ccccc2)c(=O)[nH]c1=O,-17,0,1,-2,8,22,-0.8,4
CCCN1CCN(C(=O)c2oc3ccccc3c2NC(=O)C2CC2)CC1,39,-2,-1,-2,17,-1,1.6,-2
COc1ccc(CNCCCNCc2ccc(OC)c(OC)c2)cc1OC,9,.,3,-1,-4,.,-1.1,0
COc1ccc(Cl)cc1NC(=O)c1nnn(CC(=O)Nc2ccc(C)c(C)c2)c1N,-9,0,14*,-2,15,-1,2.8,-13
COC(=O)c1c(NC(=O)C(C)C)sc2c1C(C(=O)OC)CC2 (centres undefined),2,2,1,0,6,2,2.4,-2
Cc1noc(C)c1-c1nnc(-c2ccc(C(F)(F)F)cc2)o1,-10,1,3,3,10,-1,-0.6,3
OCC1(Cc2ccccc2)CCN(Cc2cnn(-c3ccccc3F)c2)CC1,2,-5,5,-5,7,0,5.7,0
COc1ccccc1-c1nnc(N)s1,4,0,-1,-4,9,-1,0.0,-1
C=CCNC(=O)c1ccccc1NC(=O)Nc1ccccc1,4,-1,7,4,3,0,-0.4,9
O=C(CSc1nncn1-c1ccccc1)NC1CCCc2ccccc21 (centres undefined),-9,-6,-4,-9,5,-3,-1.0,-17
CCOC(=O)CC1COc2ccccc2N1C(=O)c1cccc([N+](=O)[O-])c1 (centres undefined),-13,-9,-1,-2,13,-5,0.6,3
CCc1c(O)nc(SCC(=O)Nc2ccc(C)cc2)n(C2CCCCC2)c1=O,0,-1,-6,-4,5,0,21,-3
Cc1ccc(S(=O)(=O)CCC(=O)OCC(=O)NC(C)c2ccc(F)cc2)cc1 (centres undefined),-1,-5,0,-6,-1,-2,0.2,11
COc1ccc(-c2nc(CS(=O)CC(=O)NC3CCCc4ccccc43)c(C)o2)cc1OC (centres undefined),-6,-5,-2,1,-3,2,-2.2,0
CN(c1ccccc1C(=O)Nc1cccnc1)S(C)(=O)=O,-1,-1,-1,-7,-12,-6,-0.7,2
CC(=O)NC1CC2CCCC(C1)N2C(=O)Nc1ccc(Cl)c(C(F)(F)F)c1 (centres undefined),26,-2,4,0,2,1,1.3,-5
O=C(NC1CCSc2ccccc21)c1cccc([N+](=O)[O-])c1 (centres undefined),4,-1,2,0,0,5,-0.3,-1
CC(=O)Nc1ccc(N2CCOCC2)c(Cl)c1,-5,-6,1,5,9,-1,1.8,3
COc1ccc(NC(=O)N2CCCCC2c2cccnc2)cc1 (centres undefined),-6,-2,-1,-7,11,3,-0.1,-5
O=C(CCCC(=O)OCC(=O)c1ccc(F)cc1)Nc1cc(C(F)(F)F)ccc1Cl,3,-4,-10,-6,17,0,5.2,1
Fc1ccccc1-c1nc(N2CCCCC2)c2ccccc2n1,4,-8,1,-26,22,-3,1.6,5
COc1cc(NC(=O)COC(=O)c2cnc(C)cn2)c(C)cc1[N+](=O)[O-],-16,-6,1,-4,6,-1,0.2,0
COc1ccc(CCNC(=O)CSCc2ccc(Cl)cc2)cc1OC,1,-5,-1,6,7,-1,-0.6,1
COc1ccc(CCC(=O)N2CC(C)OC(C)C2)cc1 (centres undefined),5,1,-1,3,-8,2,-0.8,4
COc1nc(N2CCOCC2)nc(-n2cccc2)n1,1,-1,1,5,-8,1,0.8,4
O=C(Nc1ccc(S(=O)(=O)Nc2nccs2)cc1)c1nn(-c2ccc(F)cc2)ccc1=O,-6,11,-7,-8,15,-22,-0.4,0
CC(C)c1onc(C(=O)N2CCC(C(N)=O)CC2)c1[N+](=O)[O-],-3,-6,-1,5,2,-8,1.3,4
Cc1ccccc1-n1nnnc1-c1ccccc1,0,3,-1,-20,24,1,1.7,-3
COc1ccc(-n2c(C)nn(CC3CC3)c2=O)cc1,5,.,0,-12,6,.,0.2,6
O=c1c(Cl)c(Cl)cnn1Cc1ccc(F)cc1,-4,-10,1,7,-8,-3,0.4,-4
COC(=O)CN1C(=S)N(c2ccc(OC)cc2)C(=O)C1CC(=O)Nc1ccc(F)cc1 (centres undefined),-12,1,-1,-9,10,1,0.8,1
CC(Cc1ccccc1)NC(=O)c1cc([N+](=O)[O-])ccc1Cl (centres undefined),2,6,-1,-7,-14,3,2.9,-14
O=C(COc1ncnc2ccccc12)N1CCN(c2ccccc2)CC1,-12,-2,2,-14,10,2,-0.5,6
Cc1nn(C)c(C)c1NC(=O)COc1ccc(F)cc1Br,-4,4,-1,13,0,9,-0.1,7

# Source: PubChem BioAssay (Sanford-Burnham Center for Chemical Genomics)
